# IDE inh: human IDE inhibitors in live cells, primary screen, fluorescence polarization, HEK cells, FAbetaB substrate; inhibition, % at 5.59 µM; Insulin-degrading enzyme (Homo sapiens), P14735; FAbetaB cleavage; 0.41% of 320,000 active;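 active means percent inhibition above the average of all tested compounds plus 3 SD, set per screening campaign, cut at about 16% in these data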;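 further: IDE supplied by intact live HEK cells; FP after avidin binding of uncleaved biotin substrate so inhibition keeps polarization high; 0% = DMSO wells and 100% = 60 µM reference IDE inhibitor Ii1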
# M4 PAM: human M4 muscarinic receptor positive allosteric modulators, primary screen, CHO-K1 cells, Fluo-8 calcium fluorescence | 0.4% of 360,000 active | Muscarinic acetylcholine receptor M4 (Homo sapiens), P08173 | CHO-K1 hM4/Gqi5, ACh EC20; 0% = ACh EC20, 100% = maximal ACh | activation, % at 3 µM | AID 624126, 2012;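 active means activation above its plate's cutoff, the mean activation of sample wells plus 3 SD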; further: some results filed as inactive read as strong as hits
# IDE act: human IDE activators in live cells, primary screen, fluorescence polarization, HEK cells, FAbeta-B substrate. 0.073% of 340,000 active. Insulin-degrading enzyme (Homo sapiens), P14735. activation, % at 5.96 µM. FAbeta-B cleavage; 0% vehicle, 100% cell-free pure enzyme wells. AID 493087, 2011;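 active means activation above the mean of all tested compounds plus 3 SD, set per screening campaign, cut at about 17% in these data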
# CRFR2-BP ag: agonists of CRF-BP/CRF-R2 complex, primary screen, cell-based, HEK293, calcium dye fluorescence, uHTS | AID 588473, 2011 | calcium dye fluorescence (FLIPR); percent of saturating CRF peptide response | activation, % at 13.2 µM | 0.46% of 350,000 active;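 active means activation of at least 50%, plus an integration ratio under a set limit after plate pattern correction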;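 further: plate controls were neutral control wells without compound for no effect and CRF at EC100 for full effect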
# p-CIP stab down: p/CIP-EGFP fusion destabilizers, primary screen, fluorescence, F442A cells; decrease of EGFP signal, % at 10 µM; Q05BA5; 16 h; 0.01% of 290,000 active;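 active means EGFP signal decrease of at least 30% at 10 µM or well 3 SD below plate mean, unless failing retest; inactive means the rest, including hits failing retest or dose response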; further: some compounds called inactive have numbers as strong as hits; many of its hits are not listed in these tables
# PHOSPHO1 inh: PubChem AID 1565. Phosphoethanolamine/phosphocholine phosphatase (Homo sapiens), Q8TCT1. recombinant PHOSPHO1, absorbance phosphatase assay. inhibition, % at 13.3 µM. 1.1% of 290,000 active; in the data active means inhibition above about 60%
# Target sequence (Q8TCT1 whole entry, looked up): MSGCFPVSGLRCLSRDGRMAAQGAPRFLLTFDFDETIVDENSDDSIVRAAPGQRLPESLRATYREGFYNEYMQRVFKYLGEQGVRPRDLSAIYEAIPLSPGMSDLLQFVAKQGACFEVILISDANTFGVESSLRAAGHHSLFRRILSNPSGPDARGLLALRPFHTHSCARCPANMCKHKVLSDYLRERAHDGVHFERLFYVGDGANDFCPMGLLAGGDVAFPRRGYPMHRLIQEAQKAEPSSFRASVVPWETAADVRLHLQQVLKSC
# MEKK3 PB1 HTS: modulators of MEKK3-MEK5 PB1 binding, primary screen, biochemical, wildtype MEKK3, multiplex bead flow cytometry, Alexa488-MEK5; Mitogen-activated protein kinase kinase kinase 3 (Homo sapiens), Q99759; bead-based flow cytometry, Alexa488-MEK5 binding to MEKK3; actives lie on both sides; 0 = blocked by unlabeled MEK5, 100 = vehicle; binding response (% of control), % at 10 µM; 1.4% of 290,000 active; AID 1529, 2009;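 active means binding response more than 3 SD above or below the average of its plate-row segment, actives on both sides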;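 further: Alexa488 bead fluorescence after subtracting the streptavidin-only scavenger bead signal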
# Target sequence (Q99759 whole entry, looked up): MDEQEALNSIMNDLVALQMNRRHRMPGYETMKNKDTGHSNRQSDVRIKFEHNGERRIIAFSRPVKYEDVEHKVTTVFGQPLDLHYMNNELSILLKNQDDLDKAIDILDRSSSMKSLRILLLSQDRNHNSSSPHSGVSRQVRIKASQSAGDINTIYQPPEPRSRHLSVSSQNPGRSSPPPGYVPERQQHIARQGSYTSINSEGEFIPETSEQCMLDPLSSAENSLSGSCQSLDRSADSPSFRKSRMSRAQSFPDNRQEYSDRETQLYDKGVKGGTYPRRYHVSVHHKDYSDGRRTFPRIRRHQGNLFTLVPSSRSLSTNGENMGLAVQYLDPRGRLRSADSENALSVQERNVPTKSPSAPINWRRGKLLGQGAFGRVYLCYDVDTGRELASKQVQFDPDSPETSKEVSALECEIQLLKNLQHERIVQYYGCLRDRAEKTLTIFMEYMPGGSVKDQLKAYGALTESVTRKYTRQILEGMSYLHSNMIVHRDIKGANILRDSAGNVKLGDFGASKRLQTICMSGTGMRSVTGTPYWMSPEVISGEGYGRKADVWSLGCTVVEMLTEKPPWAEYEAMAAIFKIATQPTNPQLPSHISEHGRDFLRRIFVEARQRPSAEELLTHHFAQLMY
# GalR3 antag: GalR3 antagonists in HEK293 cells, primary screen, cell-based, fluorescence readout | Galanin receptor type 3 (Homo sapiens), O60755 | HEK293 GalR3-CNG cAMP membrane potential fluorescence; galR3 body fused to GalR1 C-terminus | inhibition, % at 3 µM | 0.44% of 360,000 active;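 active means inhibition above the screen-wide average plus 3 SD, cut at about 13% in these data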;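 further: forskolin and galanin both at EC90 stimulate the cells; cAMP rise reported by CNG channel membrane potential dye signal; 0% = forskolin plus galanin with DMSO and 100% = forskolin alone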
# CRFR2-BP antag: antagonists of CRF-BP/CRF-R2 complex, primary screen, cell-based, HEK293, calcium dye fluorescence, uHTS; 0.59% of 350,000 active; CRF-induced calcium fluorescence; inhibition, % at 11.8 µM;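 active means inhibition of the ligand-induced calcium signal above about 50% at the single tested concentration, limit read from the data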
# An asterisk follows results filed as active; nt = no result given.
# Short forms – A = IDE inh; B = M4 PAM; C = IDE act; D = CRFR2-BP ag; E = p-CIP stab down; F = PHOSPHO1 inh; G = MEKK3 PB1 HTS; H = GalR3 antag; I = CRFR2-BP antag
> Cc1nc(-c2ccc(Cl)cc2)sc1C1(C)CC(c2ccccc2Br)=NO1 (configuration not stated)
  A: 3; B: 15; C: 3; D: 5.8; E: nt; F: nt; G: 100; H: 5; I: -5

> O=C(COC(=O)c1cc(Cl)nc(Cl)c1)NC1CCCCCC1
  A: 1; B: 1; C: 1; D: -0.5; E: nt; F: nt; G: nt; H: -1; I: 0

> O=S(=O)(Nc1ccc(Cl)cn1)c1cccc(S(=O)(=O)c2ccccc2)c1
  A: 2; B: 0; C: 4; D: -1.8; E: 11; F: -7; G: 100; H: -5; I: 11

> S=c1[nH]nc(COc2ccccc2)n1/N=C/c1ccccc1Br
  A: -11; B: 7; C: -6; D: -1.3; E: 1; F: -61; G: 105; H: -6; I: 20

> O=C(COC(=O)CC1CC2CCC1C2)Nc1ccccc1[N+](=O)[O-] (configuration not stated)
  A: 8; B: 12; C: 1; D: 0.0; E: nt; F: nt; G: nt; H: -1; I: 0

> CCN(C(=O)CSc1nnc(-c2cccs2)n1N)c1c(N)n(Cc2ccccc2)c(=O)[nH]c1=O
  A: -5; B: 19; C: 9; D: 0.5; E: nt; F: nt; G: nt; H: 0; I: -3

> CN(C(=O)COC(=O)c1cc2ccccc2cc1O)C1CCCCC1
  A: -2; B: -3; C: 5; D: 0.2; E: nt; F: nt; G: nt; H: -6; I: -3

> Cc1cc(C)n(C(N)=NC(=O)c2ccc([N+](=O)[O-])cc2)n1
  A: 4; B: 5; C: 0; D: -0.9; E: 42*; F: -8; G: 100; H: -9; I: -14

> CC1(C)Cc2ccccc2C(N/N=C/c2ccc([N+](=O)[O-])cc2)=N1
  A: 6; B: 0; C: -5; D: -1.6; E: 4; F: -10; G: 106; H: -2; I: -9

> Cc1ccccc1NC(=O)CCN1CCCC1
  A: 3; B: -1; C: 1; D: -1.4; E: -23; F: 41; G: 100; H: 3; I: -12

> COC(=O)[C@]1(C)N[C@H](CN(C)C(=O)Nc2ccc(Cl)cc2)[C@@H]2C(=O)N(C)C(=O)[C@@H]21
  A: 0; B: -1; C: -2; D: 0.4; E: nt; F: nt; G: nt; H: -6; I: 14

> COc1ccc(/C=N/NC(=O)CCc2n[nH]c(=O)[nH]c2=O)cc1O
  A: 1; B: 20; C: 6; D: -2.4; E: 2; F: -5; G: 102; H: -6; I: 15

> CCc1cccc2sc(NC(=O)C3CC3)nc12
  A: -1; B: -3; C: 3; D: -0.3; E: -18; F: -16; G: 101; H: nt; I: 5

> Cc1cccc(-n2c(=O)c(C#N)cc3c(=O)n4ccccc4nc32)c1
  A: -4; B: -1; C: 3; D: 3.2; E: 2; F: -11; G: 105; H: -1; I: 7

> O=C(COC(=O)c1cc2c(s1)CCCC2)NCc1ccccc1Cl
  A: 0; B: -1; C: -1; D: 0.3; E: -11; F: 2; G: 103; H: -4; I: 8

> O=C(CCCn1c(=O)c2ccccc2n(CC(=O)NCc2ccco2)c1=O)NCc1ccco1
  A: 1; B: 0; C: 0; D: -2.3; E: -5; F: -1; G: 98; H: 9; I: 2

> Cc1cccnc1NC(=O)CCNC(=O)c1ccccc1Cl
  A: 6; B: 0; C: 3; D: -1.4; E: -21; F: 27; G: 101; H: -2; I: -4

> COc1cccc(/C=C2\N=C3CCCCCN3C2=O)c1
  A: 2; B: 1; C: 5; D: -1.3; E: 4; F: 9; G: 102; H: -1; I: -4

> CCC(=O)Nc1cccc(NC(=S)NC(=O)c2ccccc2Cl)c1
  A: 9; B: -6; C: 2; D: -0.5; E: -2; F: 38; G: 99; H: -4; I: -1

> C#CCNC(=O)C1=C[C@@H](c2ccccc2)C[C@@H](OCCCCO)O1
  A: 3; B: -4; C: -1; D: 1.2; E: nt; F: nt; G: 110; H: -5; I: -2

> Fc1ccccc1CN1CCC(Cc2ccccc2)CC1
  A: 6; B: -7; C: 4; D: 0.9; E: 6; F: nt; G: 98; H: -11; I: -25

> CC(C)=CC(=O)N1CCCC(N2CCN(c3ccc(F)cc3)CC2)C1 (configuration not stated)
  A: 1; B: 1; C: 2; D: -1.4; E: 3; F: 14; G: 108; H: -9; I: 5

> COCCCNC(=O)CSc1nc2cc(S(=O)(=O)N3CCCCC3)ccc2o1
  A: -2; B: 21; C: 2; D: 5.0; E: nt; F: nt; G: nt; H: -4; I: 8

> CCOc1cc(/C=N/NC(=O)c2ccc(N(C)S(=O)(=O)c3ccccc3)cc2)ccc1OC
  A: 9; B: -4; C: 0; D: 4.0; E: -10; F: 6; G: 104; H: -11; I: -5

> O=C(CCC1CCCCC1)NCCS(=O)(=O)N1CCN(c2ccc(F)cc2)CC1
  A: 8; B: 11; C: 0; D: 0.8; E: nt; F: nt; G: nt; H: -1; I: 2

# Part of the list above in order of number of heavy atoms, ascending:
# Short forms – A = IDE inh; B = M4 PAM; C = IDE act; D = CRFR2-BP ag; E = p-CIP stab down; F = PHOSPHO1 inh; G = MEKK3 PB1 HTS; H = GalR3 antag; I = CRFR2-BP antag
> CCc1cccc2sc(NC(=O)C3CC3)nc12
  A: -1; B: -3; C: 3; D: -0.3; E: -18; F: -16; G: 101; H: nt; I: 5

> COc1cccc(/C=C2\N=C3CCCCCN3C2=O)c1
  A: 2; B: 1; C: 5; D: -1.3; E: 4; F: 9; G: 102; H: -1; I: -4

> Cc1cc(C)n(C(N)=NC(=O)c2ccc([N+](=O)[O-])cc2)n1
  A: 4; B: 5; C: 0; D: -0.9; E: 42*; F: -8; G: 100; H: -9; I: -14

> Cc1cccnc1NC(=O)CCNC(=O)c1ccccc1Cl
  A: 6; B: 0; C: 3; D: -1.4; E: -21; F: 27; G: 101; H: -2; I: -4

> S=c1[nH]nc(COc2ccccc2)n1/N=C/c1ccccc1Br
  A: -11; B: 7; C: -6; D: -1.3; E: 1; F: -61; G: 105; H: -6; I: 20

> O=C(COC(=O)CC1CC2CCC1C2)Nc1ccccc1[N+](=O)[O-] (configuration not stated)
  A: 8; B: 12; C: 1; D: 0.0; E: nt; F: nt; G: nt; H: -1; I: 0

> CC(C)=CC(=O)N1CCCC(N2CCN(c3ccc(F)cc3)CC2)C1 (configuration not stated)
  A: 1; B: 1; C: 2; D: -1.4; E: 3; F: 14; G: 108; H: -9; I: 5

> Cc1nc(-c2ccc(Cl)cc2)sc1C1(C)CC(c2ccccc2Br)=NO1 (configuration not stated)
  A: 3; B: 15; C: 3; D: 5.8; E: nt; F: nt; G: 100; H: 5; I: -5

> COCCCNC(=O)CSc1nc2cc(S(=O)(=O)N3CCCCC3)ccc2o1
  A: -2; B: 21; C: 2; D: 5.0; E: nt; F: nt; G: nt; H: -4; I: 8

> COC(=O)[C@]1(C)N[C@H](CN(C)C(=O)Nc2ccc(Cl)cc2)[C@@H]2C(=O)N(C)C(=O)[C@@H]21
  A: 0; B: -1; C: -2; D: 0.4; E: nt; F: nt; G: nt; H: -6; I: 14

> CCOc1cc(/C=N/NC(=O)c2ccc(N(C)S(=O)(=O)c3ccccc3)cc2)ccc1OC
  A: 9; B: -4; C: 0; D: 4.0; E: -10; F: 6; G: 104; H: -11; I: -5

> O=C(CCCn1c(=O)c2ccccc2n(CC(=O)NCc2ccco2)c1=O)NCc1ccco1
  A: 1; B: 0; C: 0; D: -2.3; E: -5; F: -1; G: 98; H: 9; I: 2

# Carrying on.
structure	IDE inh	M4 PAM	IDE act	CRFR2-BP ag	p-CIP stab down	PHOSPHO1 inh	MEKK3 PB1 HTS	GalR3 antag	CRFR2-BP antag
CN(C)Cc1c(C(=O)N/N=C/c2cccnc2)nnn1-c1nonc1N	5	0	-1	1.4	5	13	98	-7	-2
Cc1ccc(/C=C/C(=O)N2CCN(c3ncccn3)CC2)o1	14	0	-5	-3.0	-7	16	101	3	17
CCOc1ccc(CCNS(=O)(=O)c2c(C)nc3scc(C)n3c2=O)cc1OCC	-3	2	4	0.0	-16	28	98	-8	8
Clc1ccc(-c2nc3n(n2)Cc2ccccc2-3)cc1	5	11	-2	0.6	-14	-12	82	0	3
S=C(N/N=C1\CCc2ccccc21)NC1CCCCC1	9	-6	-7	-1.0	12	8	102	-7	-15
COc1cccc(OC)c1C(=O)Nc1ccc(C(=O)NCc2ccccc2)cc1	4	-6	1	-1.0	-5	33	96	-2	13
CC(C)(C)NC(=O)C(=O)NN=C1CCCCCCCCCCC1	1	-1	1	0.9	6	4	102	-6	-10
COc1ccc(CNC(=O)CN(Cc2ccc(C)cc2)S(=O)(=O)c2ccc(Cl)cc2)cc1	-20	8	4	0.5	5	5	97	-8	-16
O=C(NCCCn1ccnc1)c1cc2ccccc2o1	-1	2	6	0.5	6	37	98	-1	1
CCOc1ccc([C@@H]2CC=C(C(=O)O)CN2S(=O)(=O)c2ccc(C)cc2)cc1	-2	3	-7	-0.9	nt	nt	nt	-2	9
CCn1cc(C(=S)N2CCC(C(N)=O)CC2)c2ccccc21	2	-4	-3	-0.5	-6	15	100	-2	-1
O=C(CN1C(=O)c2cccc3cccc1c23)NCC1CCCO1 (configuration not stated)	2	7	0	0.5	-7	15	90	2	-6
CCC1Sc2ccccc2N(CC(=O)NCc2ccccc2OC)C1=O (configuration not stated)	5	3	2	-0.9	-4	7	101	-3	-8
Cc1ccc(C(=O)NNC(=O)C(NC(=O)c2cccc(C)c2)C(C)C)cc1 (configuration not stated)	4	7	4	0.5	nt	nt	nt	-4	18
COc1cccc(/C=C/C(=O)OCC(=O)NC2CC2)c1OC	3	6	-1	-1.7	nt	nt	nt	-7	4
CC(=O)Nc1nc(S(=O)(=O)c2ccc(C)cc2)c(Cl)s1	11	-2	3	1.1	-5	4	106	-2	1
CN(CCc1cnn(C)c1)C(=O)CCc1nnc(CCCc2ccccc2)o1	2	-5	6	-0.5	-8	40	98	-5	8
Cn1c(=O)[nH]c(=O)c2c1nc(CN1CCOCC1)n2Cc1ccc(F)cc1	0	3	-1	0.0	-4	22	111	-2	15
CC1(C(=O)Nc2cccc(-n3cnnn3)c2)Cc2ccccc2C(=O)O1 (configuration not stated)	2	0	0	-0.3	nt	nt	nt	-1	17
Cc1ccc(O)c(-n2nc3ccccc3n2)c1	0	4	8	0.0	-10	28	98	-4	-6
Cc1cc(C)cc(C(=O)Nc2c3c(nn2C(C)(C)C)CS(=O)(=O)C3)c1	5	1	-4	-1.9	-3	34	100	2	5
Cc1ccc(S(=O)(=O)Nc2ccccc2C(=O)NCc2cccnc2)cc1	0	0	4	-1.5	14	5	100	-6	-8
CC1=CCC(Cc2nc3ccccc3o2)C1(C)C (configuration not stated)	-2	-2	3	0.7	-6	0	99	-5	-35
O=C(O)CN1C(=O)c2ccc(Oc3ccc4c(c3)C(=O)N(CC(=O)O)C4=O)cc2C1=O	-1	10	5	0.1	6	4	105	-3	15
CN(CC(=O)Nc1ccc2c(c1)OCCO2)S(=O)(=O)c1ccc(F)cc1	-1	3	0	-0.1	8	24	102	-9	-6
Cc1ccc(NC(=O)c2cc(-c3cccs3)on2)cc1C	-1	-1	8	3.3	-4	-20	100	-2	8
N/C(=N\OC(=O)c1cnn(-c2ccccc2)c1C(F)(F)F)c1cc(C(F)(F)F)cc(C(F)(F)F)c1	-3	nt	-6	11	-2	16	92	9	-26
Cc1ccccc1NC(=O)C1(C)Cc2ccccc2C(=O)O1 (configuration not stated)	-3	-2	5	0.7	-3	-1	94	-1	1
